High-throughput results (PubChem)
TRHR enhancer: allosteric enhancers of human TRH receptor; P34981; TRHR cells, fluo-8 calcium fluorescence, EC20 TRH enhancement; enhancement, % at 2 µM; 0.66% of 360,000 active; AID 493056; in the data active means enhancement above about 30%; further: 0% is about no effect
Target sequence (P34981 whole entry, looked up): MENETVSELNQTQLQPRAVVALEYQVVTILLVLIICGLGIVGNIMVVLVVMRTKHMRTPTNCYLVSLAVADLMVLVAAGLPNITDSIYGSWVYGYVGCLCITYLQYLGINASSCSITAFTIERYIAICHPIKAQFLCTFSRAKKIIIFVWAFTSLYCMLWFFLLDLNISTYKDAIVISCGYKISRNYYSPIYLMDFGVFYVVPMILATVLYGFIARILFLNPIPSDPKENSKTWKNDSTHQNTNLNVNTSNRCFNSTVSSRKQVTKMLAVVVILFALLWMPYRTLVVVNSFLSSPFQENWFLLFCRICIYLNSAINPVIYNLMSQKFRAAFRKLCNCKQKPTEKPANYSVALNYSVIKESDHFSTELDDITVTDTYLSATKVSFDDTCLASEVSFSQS
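TRHR-expressing cells loaded with fluo-8 calcium dye were read kinetically (ex 480/em 530) during compound addition, then stimulated with an EC20 of TRH (10 nM final). Enhancement of the Gq-mediated intracellular calcium response was scored.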
D2 PAM: positively modulates the human D2 dopamine receptor allosterically. P14416. HEK293 T-REx D2, calcium flux, EC20 dopamine potentiation. potentiation, % at 10 µM. 0.34% of 340,000 active. AID 485347;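 active means potentiation over 3 SD above the plate norm, cut at about 30% in these data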; further: 0% is about no effect
Target sequence (P14416 whole entry, looked up): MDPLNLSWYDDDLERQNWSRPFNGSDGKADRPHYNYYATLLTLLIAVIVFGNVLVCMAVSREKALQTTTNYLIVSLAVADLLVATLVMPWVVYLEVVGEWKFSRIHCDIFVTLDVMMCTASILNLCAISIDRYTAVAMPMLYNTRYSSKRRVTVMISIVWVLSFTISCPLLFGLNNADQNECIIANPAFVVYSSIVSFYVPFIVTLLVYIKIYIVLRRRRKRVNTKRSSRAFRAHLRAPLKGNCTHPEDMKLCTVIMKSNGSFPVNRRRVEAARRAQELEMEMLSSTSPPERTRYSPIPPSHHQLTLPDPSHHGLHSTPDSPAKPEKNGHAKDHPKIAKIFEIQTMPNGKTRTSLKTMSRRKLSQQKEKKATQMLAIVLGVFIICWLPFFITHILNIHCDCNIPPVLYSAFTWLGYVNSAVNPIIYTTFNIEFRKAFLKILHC
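Potentiation of an EC20 dopamine calcium response is measured in a force-coupled, tetracycline-inducible Hek293 Trex D2 line. Compound-only kinetic reads over 180 s flag agonists before dopamine addition.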
TRHR agonist: TRH receptor (human) agonism; 0.18% of 360,000 active; AID 493084; activation, % at 2 µM; P34981; TRHR cells, calcium flux fluo-8, FDSS agonist mode; further: 0% is about no effect
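Read-out: compound-evoked intracellular calcium rise in TRHR cells, fluo-8 dye, kinetic FDSS fluorescence at 1 s/cycle following a 10-cycle baseline. Cells cultured overnight before dye loading (30 min–1.5 h, RT).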
D1 antagonist: human D1 dopamine receptor antagonism | P21728 | activity change, negative = inhibition, % at 10 µM | HEK293 TREx D1 cells, calcium flux, dopamine EC80; hits give low values | AID 504652 | 3.2% of 360,000 active; in the data active means activity change below about -30%; further: on the % scale 0 is the no-effect control and ±100 the full control effect
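Compound effects on dopamine-evoked calcium signalling were measured in tetracycline-induced HEK293 Trex D1 cells. Dopamine at EC80 followed a 180 s compound pre-read, and fluorescence was tracked kinetically for 180 s more.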
D1 PAM: human D1 dopamine receptor positive modulation | P21728 | HEK293 TREx D1 cells, calcium flux, dopamine EC20 potentiation | potentiation, % at 10 µM | 0.036% of 360,000 active | AID 504651; in the data active means potentiation above about 30%; further: 0% is about no effect
D2 antagonist: D2 dopamine receptor (human) antagonism; P14416; HEK293 TREx D2 cells, calcium flux, dopamine EC80; inhibition, % at 10 µM; 2% of 340,000 active; AID 485344; in the data active means inhibition above about 30%; further: 0% is about no effect
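Tetracycline-induced HEK293 T-REx cells expressing D2 force-coupled to calcium signalling were dye-loaded, exposed to compound for 180 s, then challenged with an EC80 of dopamine; calcium flux was followed kinetically for a further 180 s.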
D1 ag: activates the human D1 dopamine receptor; 1% of 360,000 active; HEK293 T-REx D1 cells, calcium flux, agonist mode; AID 504660; P21728; activation, % at 2 µM; further: 0% is about no effect
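Inducible HEK293 T-REx D1 cells, force-coupled to calcium signalling, were plated at 4000 cells/well with tetracycline and held overnight at 30 C. After no-wash calcium dye loading, compound-evoked calcium rise over 180 s flagged agonists.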
RXFP1 antag: RXFP1 (human) relaxin receptor antagonism | Q9HBX9 | HEK293-RXFP1, relaxin-stimulated cAMP HTRF, 30 min; hits give low values | activity change, negative = inhibition, % at 57.5 µM | 0.59% of 350,000 active | AID 1259400;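 active means activity change of -60% or lower, but not beyond a set lower limit; inconclusive means change between -60% and -40%, or beyond the set limit; inactive means change above -40%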; further: on the % scale 0 is the no-effect control and ±100 the full control effect
D2 agonist: D2 dopamine receptor (human) agonism. P14416. HEK293 T-REx D2 cells, calcium flux agonist mode. activation, % at 2 µM. 0.53% of 340,000 active. AID 485358;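 active means activation over 3 SD above normal in the single-dose calcium agonist read, cut at about 30% in these data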; further: 0% is about no effect
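Tetracycline-induced HEK293 T-REx cells with force-coupled D2 receptor, plated overnight at 30 C, loaded with no-wash calcium dye. After a 10 s baseline, compound was pin-added and calcium flux read kinetically for 180 s; calcium rises flagged agonists.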
* hit, by the source's call; ? = inconclusive; / = no result given. Unless noted, no stated cut-off is given here; in the data, active means activation above about 30%; inactive means the rest.

SMILES | TRHR enhancer | D2 PAM | TRHR agonist | D1 antagonist | D1 PAM | D2 antagonist | D1 ag | RXFP1 antag | D2 agonist
CCN(CC)S(=O)(=O)c1ccc(C(=O)OCn2c(SC)nnc(C)c2=O)cc1 | -2 | -5 | 0.1 | 4 | 2 | 35* | 13 | -10 | 0.4
CC1CCN(C(=O)CCNC(=O)c2ccccc2)CC1 | 1 | 1 | 0.1 | -3 | 0 | 15 | -2 | 1 | 0.1
CC(C)CCNC(=O)C1CC(=O)N(C2CCCC2)C1 (configuration not stated) | 0 | -2 | 0.3 | -16 | -9 | -8 | 2 | -6 | 2.0
CCc1ccc(-n2nc(C)c3c(C(=O)Nc4ccc(Cl)cc4)cc(C)nc32)cc1 | -12 | -2 | 1.1 | -4 | -4 | / | 4 | -18 | 0.4
COc1ccccc1N1CCN(C2CCCN(S(=O)(=O)c3ccccc3)C2)CC1 (configuration not stated) | 26 | -25 | -0.2 | 8 | -2 | -31 | 6 | 7 | 0.1
CCc1ccc(NC(=O)Cn2c(=O)n(Cc3nc(C)no3)c(=O)c3cc4c(cc32)OCO4)cc1 | -5 | -7 | 1.1 | 5 | -2 | / | 2 | 4 | 0.0
CCCn1c(N)c(N(CCOC)C(=O)c2cc3ccccc3cc2OC)c(=O)[nH]c1=O | 3 | -2 | 0.1 | -3 | 0 | -10 | 1 | -2 | -0.1
O=C(COc1ccccc1)Nc1nnc(-c2ccco2)o1 | -4 | 1 | 0.0 | 2 | 1 | -7 | 3 | -12 | 0.4
CCn1cc(C(=O)N[C@@H](CCSC)C(=O)NC(C)(C)CO)c(=O)c2cc3c(cc21)OCO3 | -3 | 1 | 0.4 | 0 | -7 | -15 | 2 | 4 | 0.8
Cc1ccc(S(=O)(=O)NN2C(=O)/C(=C/c3cccnc3)SC2=S)cc1 | -8 | -7 | 1.0 | 12 | -8 | -7 | 4 | -18 | 0.1
CC(C)CNC(=O)CN(C)S(=O)(=O)c1ccc(F)cc1 | -2 | 1 | 0.0 | 5 | 0 | -11 | 2 | 5 | -0.8
Cc1ccc2c(c1)c1c(c(=O)n(-c3ccccc3C)c(=O)n1CC(=O)NCc1ccccc1)n2C | -6 | -1 | -0.5 | 7 | -2 | / | 0 | / | 0.1
CC(C)C(Sc1nc(-c2ccccc2)cc(-c2ccccc2)c1C#N)C(=O)O (configuration not stated) | -9 | 7 | -1.5 | -7 | -3 | 24 | 4 | 18 | 0.6
Cc1cccc(CCN=C(N)NS(=O)(=O)c2ccccc2)c1 | -4 | -1 | -0.9 | -9 | 0 | 9 | 1 | 11 | -1.0
CCCNS(=O)(=O)c1ccc(CCC(=O)Nc2ccc3c(c2)OCCO3)cc1 | 3 | -8 | -0.8 | 5 | 0 | 5 | 4 | 12 | 0.0
O=C(CSc1ncn[nH]1)Nc1ccc(S(=O)(=O)N2CCCC2)cc1 | -1 | -2 | 0.1 | -2 | 5 | -9 | 2 | 5 | 0.5
Cc1ccc(NC(=O)CCNC(=O)c2ccc([N+](=O)[O-])cc2)cc1C | 3 | -11 | -0.3 | 10 | -10 | -8 | 0 | 11 | -1.9
Cc1ccc(-c2nc3cnccn3c2Nc2ccc3c(c2)OCO3)o1 | -4 | -5 | -0.2 | 0 | -2 | 36* | -3 | 2 | 0.6
CC(C)(C)c1ccc(OCCNC(=S)NC(=O)c2cccnc2)cc1 | 5 | 2 | -0.2 | 10 | 2 | 1 | 2 | -10 | 0.1
Cc1ccc(S(=O)(=O)N2CCN(S(=O)(=O)c3cccs3)CC2)cc1 | 13 | 0 | -0.7 | 3 | -2 | 1 | 1 | -3 | 0.0

Continued; it opens with the five that closed the last part.
SMILES | TRHR enhancer | D2 PAM | TRHR agonist | D1 antagonist | D1 PAM | D2 antagonist | D1 ag | RXFP1 antag | D2 agonist
O=C(CSc1ncn[nH]1)Nc1ccc(S(=O)(=O)N2CCCC2)cc1 | -1 | -2 | 0.1 | -2 | 5 | -9 | 2 | 5 | 0.5
Cc1ccc(NC(=O)CCNC(=O)c2ccc([N+](=O)[O-])cc2)cc1C | 3 | -11 | -0.3 | 10 | -10 | -8 | 0 | 11 | -1.9
Cc1ccc(-c2nc3cnccn3c2Nc2ccc3c(c2)OCO3)o1 | -4 | -5 | -0.2 | 0 | -2 | 36* | -3 | 2 | 0.6
CC(C)(C)c1ccc(OCCNC(=S)NC(=O)c2cccnc2)cc1 | 5 | 2 | -0.2 | 10 | 2 | 1 | 2 | -10 | 0.1
Cc1ccc(S(=O)(=O)N2CCN(S(=O)(=O)c3cccs3)CC2)cc1 | 13 | 0 | -0.7 | 3 | -2 | 1 | 1 | -3 | 0.0
COc1cccc(CN(C)C(=O)/C=C/c2ccc(S(=O)(=O)N3CCCCCC3)cc2)c1 | -10 | -8 | 0.8 | -3 | -4 | 7 | 14 | -4 | 0.1
c1ccc(CCn2c(C3CC3)nc3ccccc32)cc1 | 1 | 6 | -1.2 | -14 | -1 | -2 | 1 | 9 | 0.3
O=C(O)Cn1cc(/C=N/Nc2ccc([N+](=O)[O-])cn2)c2ccccc21 | 1 | -3 | 3.7 | -7 | -7 | -17 | 1 | -4 | 0.0
CCCn1c(=S)[nH]c2ccccc2c1=O | -7 | -6 | -0.2 | 2 | -3 | 9 | 1 | -14 | -0.4
Cc1cc(NS(=O)(=O)c2ccc3nc(-c4ccccc4)[nH]c3c2)ccc1Br | 0 | -7 | 0.5 | 10 | 0 | / | 2 | / | 1.8
Cc1cc(CN(C)C(=O)C2CCC(=O)N(CCc3cccc(F)c3)C2)on1 (configuration not stated) | 1 | 3 | 0.0 | 6 | -1 | -10 | 1 | 0 | 1.2
COc1ccccc1OCC(=O)Nc1c2c(nn1-c1ccc(C)cc1)CS(=O)(=O)C2 | 3 | -1 | 2.7 | 4 | 1 | -2 | 2 | 0 | 0.2
O=C(/C=C/c1cc(Br)ccc1F)OCC(=O)N1CCCC1 | 5 | -4 | 0.5 | -8 | 9 | -16 | 4 | 3 | -2.1
C[C@H](NC(=O)NCc1cccs1)C(=O)O | 0 | 2 | 0.7 | 8 | 0 | -9 | -2 | -3 | 0.2
COCC(=O)n1nc(-c2ccc(Cl)cc2)nc1NCc1ccc(F)cc1 | 19 | 4 | 0.7 | -10 | -4 | 5 | 5 | -17 | 1.0
CC1(C)Oc2ccc(C(=O)NN)cc2NC1=O | -5 | -7 | 0.8 | -38* | -12 | 1 | 2 | -24 | -0.2
COc1ccc(-c2nn(-c3ccccc3)cc2/C=C/C(=O)O)cc1[N+](=O)[O-] | 5 | -3 | -1.8 | -22 | -10 | 18 | 3 | 0 | -0.7
CCOC(=O)c1[nH]cnc1C(=O)Nc1ccccn1 | 5 | 13 | 0.1 | 7 | -1 | -8 | 2 | -24 | 0.0
Cc1nn(C)c(C(=O)Nc2ccn(Cc3ccccc3F)n2)c1[N+](=O)[O-] | -2 | 6 | -0.4 | -17 | -4 | -7 | 5 | 5 | 0.2
COc1ccc(S(=O)(=O)N2CCN(C(=O)N3CCOCC3)C2C)cc1 (configuration not stated) | -7 | 14 | 0.6 | 4 | -4 | 0 | 3 | 9 | 0.5
CCOc1ccc(NC(=O)c2c(NC(=O)c3ccccc3F)sc3c2CCC3)cc1 | 11 | 4 | -1.9 | -3 | 0 | / | -2 | -7 | /
Cc1ccc(C)c(OCCC(=O)N2CCN(S(=O)(=O)c3cc(C)ccc3C)CC2)c1 | 11 | 2 | -0.2 | 22 | 2 | -6 | 0 | -6 | -0.5
Cc1ccc(-c2cn3c(n2)sc2cc(C(=O)NCCCc4ccccc4)ccc23)cc1 | -4 | -10 | 0.3 | 7 | 5 | / | 3 | -18 | 1.2
CC1CCC(NC(=O)CN2C(=O)NC(C)(C)C2=O)CC1 (configuration not stated) | 7 | 0 | 0.3 | -14 | 4 | -2 | 1 | -4 | -0.6
COc1ccc(S(=O)(=O)N2CCC(C(=O)NCC3CCCO3)CC2)cc1C (configuration not stated) | 14 | 4 | -0.4 | -8 | 1 | -5 | 2 | 6 | -0.1
Cc1csc2ncc(C(=O)N3CCCc4ccccc43)c(=O)n12 | 0 | -2 | 0.0 | 16 | 3 | -21 | 0 | 0 | -0.7
CCOC(=O)CN1N=C(/C=C/c2ccc(C)cc2)CCC1=O | 7 | 10 | -0.6 | 3 | -3 | 11 | 0 | -13 | 0.6
O=S(=O)(c1ccc2c(c1)OCCO2)N1CCN(c2nc3ccccc3s2)CC1 | -14 | / | 0.1 | -26 | -6 | / | 1 | 15 | /
CCOc1cccc2cc(C(=O)NCc3ccc(OC)cc3)c(=N)oc12 | 3 | 1 | -0.1 | 0 | 1 | -6 | 0 | -13 | 0.3
Cc1ccc2c(c1C)OC(=O)CC2(C)C | 0 | 5 | 1.4 | -16 | -5 | -6 | 7 | / | 0.5
Oc1c(Br)cc(Br)cc1C=Nc1cccnc1 | -7 | 2 | -1.5 | -6 | 1 | -3 | 1 | ? | -0.1
COc1ccc(CCNC(=O)CSc2nnnn2-c2ccccc2OC)cc1OC | 0 | 8 | 0.0 | -52* | -7 | -9 | 14 | / | 1.0
CCOC(=O)C(Sc1cc(C)nc(N)n1)C(C)=O (configuration not stated) | 0 | 9 | 0.8 | -4 | 0 | 9 | 0 | 13 | 0.5
C[C@H](NC(=O)c1cc2cc(Cl)ccc2n1C)C(=O)N1CCC[C@H]1C(=O)O | 21 | 4 | -0.1 | 3 | 5 | -12 | 1 | / | 0.5
CC1=C(C(N)=O)C(c2ccc(Cl)cc2)NC(=O)N1 (configuration not stated) | 8 | -8 | 0.5 | 3 | 0 | -4 | 3 | -14 | 1.0
Cc1cc(C)nc(NS(=O)(=O)c2ccc(N/C=C/C(=O)c3ccc(Cl)cc3)cc2)n1 | 2 | -7 | -0.3 | 14 | 1 | -12 | 9 | / | -0.2
N#CCCN(Cc1cccnc1)C(=S)Nc1ccc(OC(F)F)cc1 | -2 | 1 | -0.3 | -2 | 0 | -21 | 1 | -1 | 1.9
Cc1ccccc1CN(C)c1ccc(S(=O)(=O)N2CCN(C)CC2)cn1 | -3 | 15 | 0.1 | -11 | -4 | -13 | 2 | -15 | 0.1
CC(=O)COc1ccc2c(c1C)O/C(=C\c1ccco1)C2=O | -2 | -1 | -1.4 | 0 | 0 | 4 | 8 | 1 | -0.2
O=C(Nc1ccccc1)C1CC(=O)n2ncnc2N1 (configuration not stated) | -5 | -5 | 0.8 | -4 | 6 | 9 | 3 | -16 | 1.3
CCOC(=O)c1c(C)n(OC)c2ccc3c(no[n+]3[O-])c12 | 8 | -1 | -0.8 | -5 | -1 | -9 | -1 | 13 | 0.4
Cc1c(NS(=O)(=O)c2ccc3c(c2)n(C)c(=O)n3C)c(=O)n(-c2ccccc2)n1C | 5 | -3 | 0.0 | 4 | 0 | 4 | 0 | -18 | -0.1
COCCNC(=S)N(CCc1c(C)[nH]c2ccc(C)cc12)Cc1cccnc1 | -12 | 12 | 0.0 | 3 | 2 | -15 | 2 | 3 | -0.3
